Assay outcomes from PubChem BioAssay.
FLuc counter: counter-screen for miR-21 project: firefly luciferase inhibitors or activators | actives 6.9% (n = 360,000) | P08659 | AID 588342 | Potency, µM (highest dose often 57.5 µM), inactives show top-dose activity change, negative = inhibition, actives largely listed as inhibitors | purified FLuc, Km substrates, luminescence inhibition;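 note: potency is the fitted concentration of half-maximal effect; plate controls were vehicle for no effect and reference inhibitor for full effect; nearly all actives have a fitted effect of over 55% in size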
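Biochemical qHTS of compounds, final roughly 60 µM downward over six points, against 10 nM purified firefly luciferase using Km concentrations of substrates (10 uM D-luciferin, 10 uM ATP) in Tris acetate pH 7.5 buffer; luminescence output.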
p53 reactivator: mutant p53 re-activation in reporter cells; H1299 p53-A138V BP100-luciferase reporter, luminescence, 24 h; Potency, µM (doses to about 92.2 µM), inactives show top-dose activity change, positive = activation, hits mostly activators; actives 0.063% (n = 320,000); AID 504706; note: potency is the fitted concentration of half-maximal effect; % of control where 0% means no effect; nearly all actives have a fitted effect of over 45% in size
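H1299 (p53-null), stable ts p53-A138V + BP100-Luc; 1000 cells/well, Opti-MEM/10% FBS; cpd 4 pt, 1:5; 24 h, 37 deg C, 5% CO2; detection reagent 10 min RT; luminescence.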
NPC1 promoter act: NPC1 promoter activation; Huh7 NPC1 promoter luciferase reporter, 24 h; Potency, µM (doses to about 9.22 µM), for the others: top-dose activation, hits mostly activators; actives 2.4% (n = 320,000); AID 485313;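 note: potency is the fitted concentration of half-maximal effect; % of control where 0% means no effect; nearly all actives have a fitted effect of over 60% in size; reporter is driven by a mutant NPC1 promoter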
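In 1536-well qHTS, Huh7 cells harboring an NPC1 promoter–luciferase construct received compound for 24 h; activation was quantified by luminescence following luciferase reagent addition.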
Tb PFK inh: inhibitors of T. brucei phosphofructokinase; O15648; T. brucei PFK, ADP-Glo luminescence; Potency, µM (highest dose often 57.5 µM), without a hit: top-dose activity, negative = inhibition, actives largely listed as inhibitors; actives 0.17% (n = 330,000); AID 485367;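 note: potency is the fitted concentration of half-maximal effect; 0% = uninhibited 1x PFK enzyme wells and -100% = no-enzyme wells; nearly all actives have a fitted effect of over 60% in size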
Target sequence (O15648 whole entry, looked up): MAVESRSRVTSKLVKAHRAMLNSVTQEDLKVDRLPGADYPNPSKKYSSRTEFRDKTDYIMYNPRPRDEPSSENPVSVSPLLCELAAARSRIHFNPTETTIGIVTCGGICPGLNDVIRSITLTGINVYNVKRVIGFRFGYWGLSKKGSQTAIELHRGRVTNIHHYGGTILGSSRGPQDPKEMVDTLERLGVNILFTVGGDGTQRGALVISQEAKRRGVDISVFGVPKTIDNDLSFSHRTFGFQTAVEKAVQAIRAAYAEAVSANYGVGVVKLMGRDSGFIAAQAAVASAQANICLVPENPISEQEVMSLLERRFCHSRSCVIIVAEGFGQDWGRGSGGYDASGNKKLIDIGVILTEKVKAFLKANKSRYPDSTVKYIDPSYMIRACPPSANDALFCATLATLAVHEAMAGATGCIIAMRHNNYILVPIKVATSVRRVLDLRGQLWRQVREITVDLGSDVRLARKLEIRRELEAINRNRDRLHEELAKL
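ADP-Glo luminescence quantified ADP after 45 min at room temperature, with 1.25 nM T. brucei PFK, 0.1 mM ATP and 0.5 mM fructose-6-phosphate in pH 8.0 TEA buffer. qHTS titrations up to 57 µM; curves classified by quality.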
VP16 counter: Gal4-VP16 reporter inhibition counter-screen; Potency, µM (titrated, usually from 53.6 µM), for the others: at the top dose activity, negative = inhibition, usual class: inhibitors; Drosophila S2 Gal4-VP16 UAS-luciferase, luminescence, 20 h; actives 3.5% (n = 310,000);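 note: Gal4-VP16 expression switched on by copper sulfate through the metallothionein promoter; potency is the fitted concentration of half-maximal effect; % is set by controls: 0 for no effect and ±100 for the full control effect; nearly all actives have a fitted effect of over 50% in size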
BRCA1 expr act: BRCA1 expression activation. MCF7-BRCA1-FFLuc reporter, luminescence, 48 h; response scale: scaled: vehicle 0%, 10 µM genistein 100%. Potency, µM (highest dose often 46.1 µM), for the others: at the top dose activation, hits mostly activators. actives 1.1% (n = 380,000); note: potency is the fitted concentration of half-maximal effect; nearly all actives have a fitted effect of over 80% in size; some results filed as inactive show a strong effect at the top dose
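MCF7-BRCA1-FFLuc cells, 2000/well in phenol-red-free MEM, attached 2 h then treated 48 h at 37 C. Luciferase luminescence read 15 min after reagent; normalized to genistein maximum activation (10microM) and DMSO, concentration-response fitted.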
ELG1 genotox: induces genotoxicity in HEK293T cells with luciferase-tagged ELG1; Potency, µM (top dose mostly 46 µM), for inactives: at the highest dose activity change, positive = activation, usual class: activators; actives 1.3% (n = 330,000); HEK293T ELG1-luciferase reporter, luminescence, 16 h; note: potency is the fitted concentration of half-maximal effect; % of control where 0% means no effect; nearly all actives have a fitted effect of over 60% in size
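HEK293T cells expressing luciferase-tagged ELG1 were treated with compound or DMSO for 16 hr at 37°C. Luciferase activity was then read after 30 min with ONE-Glo at room temperature; rising signal flags genetic stress.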
TRPV1 ag: human TRPV1 agonism. Q8NER1. TRPV1-expressing cells, Fluo-8 calcium influx, agonist mode. activation, % at 8.33 µM. actives 0.19% (n = 320,000); in the data active = activation above about 80%; inconclusive = between about 30% and that limit; note: 0% is about no effect
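Fluo-8 calcium influx in TRPV1-expressing cells, kinetic read (ex 480/em 520 nm). Compound added and read 3 min for agonist activity, followed by capsaicin at EC20 final and 2 min further read for enhancement.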
Rab9 promoter act: activates the Rab9 promoter | Huh7 Rab9 promoter-luciferase reporter, luminescence, 24 h | Potency, µM (series often up to 9.22 µM), for inactives: at the top dose activation, negative = inhibition, usual class: activators | actives 2.8% (n = 320,000) | AID 485297; note: potency is the fitted concentration of half-maximal effect; % of control where 0% means no effect; nearly all actives have a fitted effect of over 60% in size
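Steps: seed 1500 Huh7 Rab9-luc cells per well, rest 2 h at 37 °C; add compound in DMSO; incubate 24 h; add luciferase reagent, 10 min ambient; read luminescence.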
ELG1 repair inh: ELG1-dependent DNA repair inhibition; HEK293T ELG1-luciferase reporter, luminescence, 16 h; DNA damage induced by 5-fluorouridine; actives 2.3% (n = 330,000); AID 504467; Potency, µM (highest dose often 46.1 µM), inactives show at the top dose activity change, negative = inhibition, most hits filed as inhibitors; note: potency is the fitted concentration of half-maximal effect; % is set by controls: 0 for no effect and ±100 for the full control effect; nearly all actives have a fitted effect of over 55% in size
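Overnight (16 hr) co-exposure of 2,000 cells/well to 5-fluorouridine and compound at 37 °C preceded detection. Luciferase was quantified via ONE-Glo luminescence; loss of signal denotes inhibition.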
RORgamma inh: blocks mouse ROR gamma transcriptional activity; Drosophila S2 Gal4-RORgamma UAS-luciferase reporter, 20 h; Potency, µM (titrated, usually from 53.6 µM), for inactives: at the highest dose activity change, negative = inhibition, most hits filed as inhibitors; P51450; actives 5.4% (n = 310,000); note: potency is the fitted concentration of half-maximal effect; % is set by controls: 0 for no effect and ±100 for the full control effect; nearly all actives have a fitted effect of over 60% in size
Target sequence (P51450 whole entry, looked up, the tested form may be a part): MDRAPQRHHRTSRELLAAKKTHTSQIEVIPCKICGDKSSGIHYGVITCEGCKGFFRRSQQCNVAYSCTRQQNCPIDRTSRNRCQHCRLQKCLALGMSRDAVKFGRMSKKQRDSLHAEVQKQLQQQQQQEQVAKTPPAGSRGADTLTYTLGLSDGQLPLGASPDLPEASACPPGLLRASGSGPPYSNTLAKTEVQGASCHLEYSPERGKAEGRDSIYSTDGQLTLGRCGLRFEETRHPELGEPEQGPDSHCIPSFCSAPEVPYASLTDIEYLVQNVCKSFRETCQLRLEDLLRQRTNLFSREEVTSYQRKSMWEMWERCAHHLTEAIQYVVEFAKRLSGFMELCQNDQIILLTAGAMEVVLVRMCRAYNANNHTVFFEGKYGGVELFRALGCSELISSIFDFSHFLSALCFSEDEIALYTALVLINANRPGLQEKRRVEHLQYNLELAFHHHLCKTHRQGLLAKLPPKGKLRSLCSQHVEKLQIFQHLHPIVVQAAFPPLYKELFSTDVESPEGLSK
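Using a luciferase readout, inhibitors were identified by reduced reporter activity in Drosophila cells coexpressing a copper-inducible Gal4–ROR gamma fusion and UAS-driven Photinus luciferase, incubated 20 hr after 700 uM copper sulfate.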
The depositor's hits bear a star; [ ] = remark or other dose. Unless noted, calls come from the whole dose curve; as a rule, active = well fitted curve in the direction sought with a large enough effect; inconclusive = small, poorly fitted or top-dose-only effect, or another doubt; inactive = no such curve, though single readings can be large; an effect the other way counts as inactive or inconclusive.

What do the screens show for `CCN(CC)C(=O)Cn1cc(C(=O)C(=O)N2CCN(c3ccc(OC)cc3)CC2)c2ccccc21`?
FLuc counter: -1.2%; p53 reactivator: -0.8%; NPC1 promoter act: -2.2%; Tb PFK inh: 1.9%; VP16 counter: 7.3%; BRCA1 expr act: -15.3%; ELG1 genotox: -1.2%; TRPV1 ag: -0.6; Rab9 promoter act: -6.9%; ELG1 repair inh: -0.6%; RORgamma inh: 3.4%

How did Cc1cc[n+](CC(=O)c2ccccc2)c2ccccc12 do in these assays?
FLuc counter: -0.6%; p53 reactivator: -0.5%; NPC1 promoter act: -1.3%; Tb PFK inh: -1.6%; VP16 counter: -5.8%; BRCA1 expr act: 14.1%; ELG1 genotox: -10.6%; TRPV1 ag: 0.7; Rab9 promoter act: 3.8%; ELG1 repair inh: -6.7%; RORgamma inh: 28.6%

What do the screens show for `CN(C)c1nc(-c2ccccn2)nnc1-c1ccccc1`?
FLuc counter: 3.0%; p53 reactivator: inconclusive; NPC1 promoter act: -17.2%; Tb PFK inh: -3.5%; VP16 counter: 1.2%; BRCA1 expr act: -94.9%[inhibitor]; ELG1 genotox: inconclusive; TRPV1 ag: 2.4; Rab9 promoter act: -20.3%; ELG1 repair inh: inconclusive; RORgamma inh: -27.5%

How did Cc1cccc(C)c1NC(=O)c1c[nH]c2ccccc12 do in these assays?
FLuc counter: 12µM*; p53 reactivator: inconclusive; NPC1 promoter act: inconclusive; Tb PFK inh: 6.1%; VP16 counter: inconclusive; BRCA1 expr act: 3.55µM*; ELG1 genotox: inconclusive; TRPV1 ag: 18.4; Rab9 promoter act: 22.2%[1.84 µM]; ELG1 repair inh: inconclusive; RORgamma inh: 15.0%

What do the screens show for `CCn1c(SCC(=O)N2CCC(C(N)=O)(N3CCCCC3)CC2)nnc1-c1ccccc1`?
FLuc counter: 7.2%; p53 reactivator: 5.7%; NPC1 promoter act: -4.0%; Tb PFK inh: -0.2%; VP16 counter: -14.6%; BRCA1 expr act: -3.9%; ELG1 genotox: -0.2%; TRPV1 ag: 1.7; Rab9 promoter act: -3.6%; ELG1 repair inh: -2.7%; RORgamma inh: inconclusive

How did Cc1ccc(C(=O)C(C)Oc2ccc3ccc(=O)oc3c2)cc1 (centres undefined) do in these assays?
FLuc counter: -15.6%; p53 reactivator: -9.6%; NPC1 promoter act: -1.2%; Tb PFK inh: -0.4%; VP16 counter: 16.3%; BRCA1 expr act: -28.6%; ELG1 genotox: 0.6%; TRPV1 ag: 3.6; Rab9 promoter act: 0.2%; ELG1 repair inh: 10.7%; RORgamma inh: 25.1%

How did COc1ccc(S(=O)(=O)NCCOc2cccc3cccnc23)cc1OC do in these assays?
FLuc counter: -1.8%; p53 reactivator: 0.5%; NPC1 promoter act: -5.3%; Tb PFK inh: 3.1%; VP16 counter: -2.2%; BRCA1 expr act: -14.0%; ELG1 genotox: -0.3%; TRPV1 ag: 1.7; Rab9 promoter act: 1.4%; ELG1 repair inh: -4.5%; RORgamma inh: -3.5%

Results for CCSc1nc2ccccc2n1C(=O)c1ccc(S(=O)(=O)N2CCCCC2)cc1 ?
FLuc counter: -0.3%; p53 reactivator: -1.3%; NPC1 promoter act: -1.1%; Tb PFK inh: 4.6%; VP16 counter: -7.0%; BRCA1 expr act: 12.2%; ELG1 genotox: -0.4%; TRPV1 ag: 5.7; Rab9 promoter act: -3.2%; ELG1 repair inh: -2.0%; RORgamma inh: -1.7%

What do the screens show for `CC1CCCCC12NC(=O)N(CC(=O)OCC(=O)Nc1ccc(F)cc1[N+](=O)[O-])C2=O` (centres undefined)?
p53 reactivator: 7.1%; Tb PFK inh: 1.0%; BRCA1 expr act: -2.4%; ELG1 genotox: 0.6%; ELG1 repair inh: -3.3%

What do the screens show for `O=S(=O)(c1ccccc1)N1N=C(c2ccccc2)CC1c1ccccc1` (centres undefined)?
FLuc counter: -1.5%; p53 reactivator: 0.7%; NPC1 promoter act: -3.8%; Tb PFK inh: -4.0%; VP16 counter: inconclusive; BRCA1 expr act: -30.4%; ELG1 genotox: -3.5%; TRPV1 ag: 3.5; Rab9 promoter act: -2.5%; ELG1 repair inh: -14.3%; RORgamma inh: 41.1%

Results for CCOC(=O)C1(Cc2ccccc2C)CCCN(C(=O)CN2C(=O)CSC2=O)C1 (centres undefined) ?
FLuc counter: -15.3%; p53 reactivator: 15.2%; NPC1 promoter act: 1.0%; Tb PFK inh: -1.5%; VP16 counter: -7.6%; BRCA1 expr act: 20.0%; ELG1 genotox: -5.2%; TRPV1 ag: 2.8; Rab9 promoter act: -2.4%; ELG1 repair inh: inconclusive; RORgamma inh: 0.0%

What do the screens show for `CC(C)c1ccc(NS(=O)(=O)c2cccc3cccnc23)cc1`?
FLuc counter: -1.3%; p53 reactivator: -1.9%; NPC1 promoter act: 0.4%; Tb PFK inh: 1.9%; VP16 counter: 0.8%; BRCA1 expr act: 12.3%; ELG1 genotox: -0.8%; TRPV1 ag: -2.0; Rab9 promoter act: -5.7%; ELG1 repair inh: 3.1%; RORgamma inh: 0.6%

Results for Cc1ccccc1OCC(=O)Nc1ccc(S(=O)(=O)N2CCCC2)cc1 ?
FLuc counter: 3.2%; p53 reactivator: 5.1%; NPC1 promoter act: -2.9%; Tb PFK inh: -0.1%; BRCA1 expr act: -7.4%; ELG1 genotox: 4.5%; TRPV1 ag: -3.0; Rab9 promoter act: 2.0%; ELG1 repair inh: -17.5%

How did O=C(Nc1cc(NC(=O)c2ccccc2F)ccc1Cl)c1ccccc1 do in these assays?
FLuc counter: 15.1µM*; p53 reactivator: -4.6%; NPC1 promoter act: 4.3%; Tb PFK inh: 2.5%; VP16 counter: 0.8%; BRCA1 expr act: -1.2%; ELG1 genotox: -6.3%; TRPV1 ag: inconclusive; Rab9 promoter act: 9.1%; ELG1 repair inh: 9.0%; RORgamma inh: 5.8%

What do the screens show for `CC1CCc2nc(N)c(C#N)c(-c3ccncc3)c2C1` (centres undefined)?
FLuc counter: -0.1%; p53 reactivator: 0.1%; NPC1 promoter act: 4.9%; Tb PFK inh: 23.8%; VP16 counter: 4.5%; BRCA1 expr act: 0.7%; ELG1 genotox: 1.8%; TRPV1 ag: -4.5; Rab9 promoter act: 2.5%; ELG1 repair inh: 1.9%; RORgamma inh: 7.1%

How did COc1cc(-c2nc3ccc(N4CCN(C)CC4)cc3[nH]2)cc(OC)c1OC do in these assays?
FLuc counter: 13.5µM*; p53 reactivator: 0.7%; NPC1 promoter act: 0.3%; Tb PFK inh: 3.0%; VP16 counter: inconclusive; BRCA1 expr act: -58.2%; ELG1 genotox: 7.3µM*; TRPV1 ag: -0.6; Rab9 promoter act: -5.0%; ELG1 repair inh: inconclusive; RORgamma inh: 7.08µM*

How did c1ccc(Cc2nnc3sc(-c4ccccn4)nn23)cc1 do in these assays?
FLuc counter: -7.6%; p53 reactivator: inconclusive; NPC1 promoter act: 7.4%; Tb PFK inh: 0.8%; VP16 counter: 0.2%; BRCA1 expr act: 3.6%; ELG1 genotox: 3.2%; TRPV1 ag: 27.3; Rab9 promoter act: -1.5%; ELG1 repair inh: 9.2%; RORgamma inh: -30.9%

What do the screens show for `Cc1nc2ccccc2c(C)c1CC(=O)N(CC(C)C)c1c(N)n(Cc2ccccc2)c(=O)[nH]c1=O`?
FLuc counter: 8.5%; p53 reactivator: -0.8%; NPC1 promoter act: -0.2%; Tb PFK inh: 1.9%; BRCA1 expr act: -14.2%; ELG1 genotox: -0.8%; TRPV1 ag: -1.4; Rab9 promoter act: -3.9%; ELG1 repair inh: 24.9%

What do the screens show for `O=c1oc2ccccc2cc1-c1cn(-c2ccccc2)c(=S)[nH]1`?
FLuc counter: 0.849µM*; p53 reactivator: 37.1%; NPC1 promoter act: inconclusive; Tb PFK inh: -9.6%; VP16 counter: 1.78µM*; BRCA1 expr act: inconclusive; ELG1 genotox: 0.0461µM*; TRPV1 ag: 3.8; Rab9 promoter act: inconclusive; ELG1 repair inh: inconclusive; RORgamma inh: 1.26µM*

How did COc1cccc(CNC(=O)CSCC(=O)Nc2ccc(C)cc2)c1 do in these assays?
FLuc counter: -27.3%; p53 reactivator: 1.7%; NPC1 promoter act: 0.7%; Tb PFK inh: -5.2%; BRCA1 expr act: -16.1%; ELG1 genotox: 0.5%; TRPV1 ag: 17.6; Rab9 promoter act: 10.5%; ELG1 repair inh: 19.9%

How did COc1ccc(CNC(=O)C(C)n2nc(C)n3c(cc4occc43)c2=O)cc1 (centres undefined) do in these assays?
FLuc counter: 4.7%; p53 reactivator: 1.6%; NPC1 promoter act: -0.6%; Tb PFK inh: -11.9%; VP16 counter: 0.2%; BRCA1 expr act: 9.7%; ELG1 genotox: 1.2%; TRPV1 ag: 0.1; Rab9 promoter act: -0.3%; ELG1 repair inh: 10.9%; RORgamma inh: 3.0%
